RBX1-CUL1 inh – blocks human RBX1-Cullin-1 di-ubiquitin formation; P62877+Q13616; in vitro K48 di-Ub FRET, acceptor:donor ratio, 45 min; inhibition, % at 10 µM; 0.6% of 140,000 active; AID 1347404; in the data active means inhibition above about 25%
Target sequence (P62877 whole entry, looked up): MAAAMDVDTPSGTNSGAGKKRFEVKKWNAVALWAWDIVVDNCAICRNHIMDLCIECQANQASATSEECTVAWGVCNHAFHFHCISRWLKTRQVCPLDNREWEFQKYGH
Target sequence (Q13616 whole entry, looked up): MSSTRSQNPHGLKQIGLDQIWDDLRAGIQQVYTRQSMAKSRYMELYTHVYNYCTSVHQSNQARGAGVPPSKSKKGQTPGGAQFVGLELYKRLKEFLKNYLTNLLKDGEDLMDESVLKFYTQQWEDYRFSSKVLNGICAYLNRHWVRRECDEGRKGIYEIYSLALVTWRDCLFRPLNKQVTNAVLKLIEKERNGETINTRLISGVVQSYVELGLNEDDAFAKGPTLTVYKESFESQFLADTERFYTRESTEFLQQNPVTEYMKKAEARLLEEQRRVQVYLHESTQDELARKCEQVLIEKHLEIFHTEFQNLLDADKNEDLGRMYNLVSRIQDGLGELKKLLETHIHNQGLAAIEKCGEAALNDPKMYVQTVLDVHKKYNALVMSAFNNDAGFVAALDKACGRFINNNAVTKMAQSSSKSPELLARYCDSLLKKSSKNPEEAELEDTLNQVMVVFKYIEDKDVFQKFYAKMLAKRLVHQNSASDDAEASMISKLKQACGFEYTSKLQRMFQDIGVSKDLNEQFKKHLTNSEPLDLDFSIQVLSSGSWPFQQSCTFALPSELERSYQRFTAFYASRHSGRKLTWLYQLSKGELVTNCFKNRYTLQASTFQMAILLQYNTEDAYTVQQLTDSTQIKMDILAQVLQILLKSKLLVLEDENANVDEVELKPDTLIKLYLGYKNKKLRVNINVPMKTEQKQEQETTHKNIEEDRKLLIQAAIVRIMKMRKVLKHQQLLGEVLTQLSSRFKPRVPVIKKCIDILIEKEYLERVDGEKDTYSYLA
* marks the source's active call; other numbers are inactive results.

SMILES	RBX1-CUL1 inh
COc1ccc(C(=O)NCC(=O)NCC(=O)OCC(=O)c2cccs2)cc1	8.5
Cc1ccc2occ(CN3Cc4cc(Cl)ccc4OC(C)C3)c(=O)c2c1 (stereo unspecified)	6.6
COc1ccc(-c2nnc3n2N=C(C)C(C(C)=O)S3)cc1 (stereo unspecified)	8.8
Cc1ccc(-n2nnnc2-c2cn[nH]c2-c2cccc(F)c2)cc1	-3.6
CC(C(=O)Nc1ccc(F)cc1)c1cccc(C(=O)c2ccccc2)c1 (stereo unspecified)	-2.8
CCOC(=O)c1sc(N=CC(C#N)c2nc3ccccc3o2)c(C#N)c1C (stereo unspecified)	-5.0
O=C(/C=C/c1ccccc1)Nc1cccc(/C=C/C(=O)c2cccc(NC(=O)/C=C/c3ccccc3)c2)c1	-1.6
COC(C(=O)NCc1cc(=O)[nH]cn1)(c1ccccc1)C(F)(F)F (stereo unspecified)	10.9
CC(=O)N1CCC(C(=O)N2CCCC(C(=O)c3ccc(Cl)cc3C)C2)CC1 (stereo unspecified)	10.1
OCC1(Cc2ccc(Cl)cc2)CCN(CCCc2ccccc2)CC1	3.7
Clc1ccc(SCc2nc(-c3ccccn3)no2)cc1	-7.2
COc1ccc(C(=O)Oc2cccc3ccc(C)nc23)cc1Cl	-14.9
COc1ccc(C(=O)N(Cc2cc(OC)c(OC)c(OC)c2)C2CCS(=O)(=O)C2)cc1Cl (stereo unspecified)	8.0
CCOc1ccc(CN2CCN(Cc3ccc4c(c3)c3ccccc3n4CC)CC2)cc1	9.1
Cc1cc(C)c2nc(-c3cccc(Cl)c3)cc(C(=O)O)c2c1	-0.3
CCn1cc(CC(=NC(=O)c2cc(OC)c(OC)c(OC)c2)C(=O)NCCCn2ccnc2)c2ccccc21	-1.6
CC(=O)NC(=S)Nc1cccc(C)c1C	-0.9
CCOC(=O)C1(Cc2ccc(Cl)cc2)CCN(C(=O)C2CCCO2)CC1 (stereo unspecified)	5.7
COC(=O)Cc1ccc(NC(=S)N2CCN(CCO)CC2)cc1	-0.6
CC12CCC(C(Br)C1=O)C2(C)CS(=O)(=O)O (stereo unspecified)	-5.4
COc1cc2nc(CN3CCCCC3c3nccs3)nc(N3CCCCC3)c2cc1OC (stereo unspecified)	-4.2
CCCNC(=O)[C@H]1C[C@@](C)(C(=O)OC)N(C)[C@H]1c1ccccc1Cl	-17.4
Cc1cccc(C(=O)Nc2nc(-c3nnn(-c4cc(F)ccc4F)c3C)ns2)c1	2.8
CCCCCCc1cc2c(=O)c(-c3nc4ccccc4n3C)coc2cc1O	4.6
CCCc1n[nH]c2c1CN(Cc1nccn1-c1ccc(OC)cc1)CC2	0.4

Ordered by molecular weight (ascending): some entries from above
SMILES	RBX1-CUL1 inh
Cc1cc(C)c2nc(-c3cccc(Cl)c3)cc(C(=O)O)c2c1	-0.3
COc1ccc(C(=O)Oc2cccc3ccc(C)nc23)cc1Cl	-14.9
CC(C(=O)Nc1ccc(F)cc1)c1cccc(C(=O)c2ccccc2)c1 (stereo unspecified)	-2.8
CCOC(=O)c1sc(N=CC(C#N)c2nc3ccccc3o2)c(C#N)c1C (stereo unspecified)	-5.0
COc1cc2nc(CN3CCCCC3c3nccs3)nc(N3CCCCC3)c2cc1OC (stereo unspecified)	-4.2

Further results follow.
SMILES	RBX1-CUL1 inh
CCNc1ccc(-c2nc(-c3ccccn3)no2)cc1[N+](=O)[O-]	-1.3
CN1C(=O)/C(=C/c2ccc(O)cc2)N(C)C1=S	-5.9
Nc1c(C(=O)Nc2cccc(C(F)(F)F)c2)sc2nc(-c3ccccc3)cc(-c3ccccc3)c12	-6.9
O=C(CCC1(Cc2ccc(Cl)cc2)CCC(=O)N1)NCc1cccs1 (stereo unspecified)	5.2
C(=C\c1ccc2oc3ccc(/C=C/c4ccccc4)cc3c2c1)/c1ccccc1	6.2
CC1=NC(=S)NC(c2ccc3c(c2)OCO3)C1C(=O)Nc1ccccc1C (stereo unspecified)	2.9
Cc1ccc2c(c1)N(C(=O)CCC(=O)NCc1cccc(F)c1)CC(C)O2 (stereo unspecified)	0.6
COC(=O)c1ccc(CSc2nc3c([nH]c4ccccc43)c(=O)n2-c2cc(C)cc(C)c2)o1	-2.4
CC(=O)Nc1nc2c(s1)CC(c1ccccc1)CC2 (stereo unspecified)	10.6
CCC1CN(C(=O)Nc2ccc(C)c(F)c2)c2ccccc2S1 (stereo unspecified)	5.1
CCC(CC)C(=O)N1CCCN(C(=O)C(CC)CC)CC1	-0.5
COc1ccc(C2N=C(N)Nc3nc4ccccc4n32)c(OC)c1OC (stereo unspecified)	-5.1
C=CCn1c(SCC(=O)N2CCCCC2)nc2sc(C)c(C)c2c1=O	6.1
Cc1noc(C)c1C(=O)Nc1ccc(C(F)(F)F)cc1	1.7
O=C1C(C=NCCO)C(c2ccccc2)=NN1c1nc2ccccc2s1 (stereo unspecified)	1.0
Cc1cc2nc(CN3CCCCC3)[nH]c2cc1C	8.3
Cc1nc2cccnc2n1-c1cccc(C(=O)NCCc2ccc(S(N)(=O)=O)cc2)c1	-0.2
O=C(O)COc1ccc(C=C2C(=O)c3ccccc3C2=O)cc1Cl	-0.5
COc1cc(/C=C2/C(=O)N(Cc3ccccc3)C(=S)N2C)cc(OC)c1OC	-4.8
CCOC(=O)C1=c2s/c(=C/c3ccsc3)c(=O)n2C(=N)C(C#N)C1c1ccsc1 (stereo unspecified)	12.1
C/C=C/Cn1c(=O)c2c(nc3n(Cc4ccco4)c(C)cn23)n(C)c1=O	-5.0
O=S(=O)(c1c(N2CCCCC2)ccc2nonc12)N1CCCCC1	3.8
COc1ccc(CCNS(=O)(=O)c2ccc(OCC(=O)NCc3ccco3)cc2)cc1OC	-3.3
O=S(=O)(Nc1ccc(N2CCOCC2)c(Cl)c1)c1ccccc1	13.7
CC1(C)C(=O)NCCN1C(=O)CC(c1cccc(O)c1)c1cccc(Cl)c1 (stereo unspecified)	-4.3

Continued, overlapping the part above by 2 compounds.
SMILES	RBX1-CUL1 inh
O=S(=O)(Nc1ccc(N2CCOCC2)c(Cl)c1)c1ccccc1	13.7
CC1(C)C(=O)NCCN1C(=O)CC(c1cccc(O)c1)c1cccc(Cl)c1 (stereo unspecified)	-4.3
CCC(=O)N1c2ccccc2CC1C(=O)NCCN1CCN(c2cccc(C)c2C)CC1 (stereo unspecified)	-7.4
O=C1NC2(Nc3ccccc31)C(=O)Nc1ccc(Br)cc12 (stereo unspecified)	-1.5
CC1CCN(C(=O)C2CCN(C(=O)c3ccccc3F)CC2)CC1	1.7
Cc1cccc(C(C)C)c1NC(=O)Cn1c(=O)oc2cc(S(=O)(=O)N3CCCC3)ccc21	7.3
COc1ccc(-c2nn(-c3ccccc3)cc2C(=O)Nc2ccccc2OC)cc1	2.8
CCCc1cc(N2CCN(c3ccccc3F)CC2)n2cnnc2n1	-5.1
CCOc1ccc(C(=O)Nc2c(C(=O)c3ccc(OC)cc3)oc3ccccc23)cc1	0.9
COc1ccc(CNC(=S)Nc2ccc(S(N)(=O)=O)cc2)cc1	18.2
CCCC(=O)N1CC(=O)Nc2ccc(Cl)cc2C1c1ccccc1 (stereo unspecified)	-12.7
O=c1c2c(ncn1Cc1ccccc1)nc1n2CCC1	-1.1
CC(C)C(=O)Nc1ccc(Br)c(Cl)c1	-1.4
Cc1sc2ncnc(SCC(=O)Nc3nc(-c4ccccc4)ns3)c2c1C	0.5
COc1ccccc1NC(=O)c1cc(C2CC2)nc2c1c(C)nn2-c1ccc(C)cc1	-6.5
CCN(CC)c1ccc(NC(=O)Cn2c3ncccc3c(=O)n2-c2ccccc2)c(C)c1	-1.6
COC(=O)c1c(-c2ccc(C)cc2C)csc1NC(=O)C(F)(F)F	0.1
COCCC(=O)N1CCC2(CCCN(Cc3ccccc3F)C2=O)C1 (stereo unspecified)	9.6
CC1=Nc2nc(SCc3ccccc3F)nn2C(c2ccc(F)cc2)C1C(=O)Nc1cccnc1 (stereo unspecified)	-10.2
O=C(CC12CC3CC(CC(C3)C1)C2)Nc1cnn(Cc2c(Cl)cccc2Cl)c1	7.5
O=C(O)c1cccc(COCC(F)(F)F)c1	-1.9
O=C(NCC(c1cccnc1)N1CCN(Cc2ccccc2)CC1)C(=O)Nc1ccc(F)cc1 (stereo unspecified)	-7.5
CCC(Nc1ccc(C)cc1C)C(=O)N/N=C/c1cccc(OC)c1O (stereo unspecified)	5.8
COc1ccc(CNCCc2ccccn2)cc1OCC(O)CN(C)C(C)C (stereo unspecified)	1.4
Cc1ccc(N(CC(=O)Nc2cc(C(F)(F)F)ccc2Cl)S(=O)(=O)c2ccc(F)cc2)cc1	3.0
COc1cccc(CNC(=O)CN(C)S(=O)(=O)c2ccc3[nH]c4c(c3c2)CCCC4)c1	12.0
COc1ccc(C(=O)N2CCCC2)c(OC2CCN(Cc3cccc4c3OCO4)CC2)c1	2.5

New compounds follow
SMILES	RBX1-CUL1 inh
Cc1ccc(NCc2nnc(SCC(=O)N/N=C/c3ccc(F)cc3)n2-c2ccccc2)cc1	-7.3
Cc1ccccc1OCC(=O)Nc1ccccc1C(=O)OCc1cc(=O)n2nc(C3CC3)sc2n1	-3.8
O=c1/c(=C\c2cccs2)sc2nc(-c3ccccc3)c(-c3ccccc3)n12	-4.7
COc1ccc2nc3sc(C(=O)Nc4cccc(Cl)c4)c(N)c3cc2c1	6.1
CC1CCN(C(=O)Cn2ncc3c4ccccc4n(Cc4ccc(Cl)cc4)c3c2=O)CC1	1.6
CC1=C(SCc2ccccc2)C(=O)c2ccccc2C1=O	37.4*
O=C(O)c1cc([N+](=O)[O-])c(N2CCNCC2)c([N+](=O)[O-])c1	-0.8
Cc1cc(/C=C2/SC(=O)N(C(C)C)C2=O)c(C)n1-c1ccccn1	-5.4
C(=C\c1ccccc1)/CNn1cnnc1	-2.0
c1ccc(-c2nn3c(C4COc5ccccc5O4)nnc3s2)cc1 (stereo unspecified)	7.5
CC(C)=C1C(=O)NN(c2cccc(Cl)c2)C1=O	-7.0
COc1ccc(OC)c2[nH]c(C(=O)O)cc12	1.6
COc1ccccc1OCc1nc(C#N)c(NCc2ccc3c(c2)OCO3)o1	10.0
CCOc1ccc(NC(=O)c2cc(S(=O)(=O)N3CCCC3)c[nH]2)cc1	-6.3
CCOc1ccccc1NC(=O)c1cc2c(=O)oc3ccccc3c2s1	8.4
COC(=O)c1cc(NC(=O)CSc2ncn[nH]2)ccc1Cl	-2.1
CC(NC(=O)CCc1ccc(S(=O)(=O)NC2CCCCC2)cc1)c1ccccc1 (stereo unspecified)	-0.2
Cc1c(Cl)cccc1-n1ncc(C(=O)NC2CCCC2)c1C1CCN(C(=O)OC(C)(C)C)CC1	-9.7
COc1ccc(NC(=O)c2sc3nc4c(c(-c5cccs5)c3c2N)-c2ccccc2C4=O)cc1	3.6
CC(C)c1ccccc1NC(=O)C(Cc1c[nH]c2ccccc12)NC(=O)OC(C)(C)C (stereo unspecified)	-7.9
COc1ccc(-c2csc(-n3[nH]c(-c4ccccc4)c(N=Nc4ccc(C)cc4)c3=O)n2)cc1	4.4
Cc1ccc(/C=C/c2onc(C)c2S(=O)(=O)N2CCC(C(=O)NCc3ccc(Cl)cc3)CC2)cc1	0.0
O=C(Nc1ccc2nc(SCCOc3ccccc3Cl)sc2c1)c1ccc2c(c1)OCO2	-5.6
OC1(O)C2C3C4C5C(C2C35Br)C41Br (stereo unspecified)	10.2
CCOC(=O)c1cc(-c2ccccc2)n(C)c1C	-7.7

Later entries
SMILES	RBX1-CUL1 inh
O=C(Nc1ccccc1Br)C1CC(=O)N(c2ccc3c4c(cccc24)CC3)C1 (stereo unspecified)	5.3
Cc1ccccc1CC(=O)NCc1nc(-c2ccc(NC(=O)Cc3ccccc3)cc2)oc1C	-17.0
O=C(COC(=O)c1ccccc1)Nc1ccccc1N1CCOCC1	-3.7
CC(C)NC(=O)c1cccc(OCc2ccccc2)c1	10.1
CCc1nnc(SCc2nc(-c3ccccc3Cl)oc2C)c2cc3sc(C)cc3n12	10.3
CCOc1cc(-c2cc(C(=O)O)c3c(ccc4ccccc43)n2)cc(Cl)c1OCC	0.5
CCCCN1C(O)c2ccccc2S1(=O)=O (stereo unspecified)	8.1
Cc1ccc(N(C(=O)c2cccc(C)c2)S(=O)(=O)c2ccc(Cl)cc2)cc1	6.4
CCOC(=O)c1[nH]c(C)c(CCC(=O)NC(C)c2ccccc2)c1C (stereo unspecified)	-2.2
CCn1c(=O)c2c(nc3n(-c4ccccc4O)c(C)c(C)n23)n(C)c1=O	2.1
O=C(CSc1ncnc2sc3c(c12)CCCC3)NCc1ccc2c(c1)OCO2	1.9
Cc1ccc(NC(=S)N(c2c(C)nn(Cc3ccc(F)cc3)c2C)C2CC(=O)N(c3ccccc3C)C2=O)cc1 (stereo unspecified)	-0.7
CC1(C)CC(=O)C(C2c3ccccc3Oc3ccc(F)cc32)C(=O)C1 (stereo unspecified)	-8.8
COc1nc(OC)nc(-n2cnc(S(N)(=O)=O)n2)n1	-1.5
COC(=O)C1=C(c2ccccc2)N(C)[C@H](c2ccccc2)C1C(=O)OC (stereo partly specified)	-6.4
O=C(O)c1ccc(NCc2ccc(Br)cc2)cc1	5.9
CSc1nnc(-c2cc[n+](C)cc2)n1CCO	-1.2
COc1ccc(C2=NS(=O)(=O)N(C)C(C(=O)NC(C)c3ccccc3)=C2)cc1OC (stereo unspecified)	4.0
O=C(NCc1ccccc1)c1ccc2c(c1)N(Cc1ccc(F)cc1)CCS2	-3.8
CC(C)n1c(C(O)c2ccc3c(c2)OCO3)nc2ccccc21 (stereo unspecified)	3.9
CCCN(CCC)S(=O)(=O)c1ccc(NC(=O)c2ccc(OCC)c(OCC)c2)cc1	1.0
O=C(CCCn1nnnc1CN1CCOCC1)N1CCC(c2ccccc2Cl)C1 (stereo unspecified)	14.3
Cc1nc(N(C)C2CCCCC2)ncc1C(C)NC(=O)CCc1cccnc1 (stereo unspecified)	-8.9
COc1ccccc1Cn1ccn(Cc2ccc(C)cc2)c(=O)c1=O	4.1

An excerpt of these results, bar-delimited.
SMILES | RBX1-CUL1 inh
CC(C)NC(=O)c1cccc(OCc2ccccc2)c1 | 10.1
CCc1nnc(SCc2nc(-c3ccccc3Cl)oc2C)c2cc3sc(C)cc3n12 | 10.3
CCOc1cc(-c2cc(C(=O)O)c3c(ccc4ccccc43)n2)cc(Cl)c1OCC | 0.5
CCCCN1C(O)c2ccccc2S1(=O)=O (stereo unspecified) | 8.1
Cc1ccc(N(C(=O)c2cccc(C)c2)S(=O)(=O)c2ccc(Cl)cc2)cc1 | 6.4
CCOC(=O)c1[nH]c(C)c(CCC(=O)NC(C)c2ccccc2)c1C (stereo unspecified) | -2.2

High-throughput results deposited in PubChem by Icahn School of Medicine at Mount Sinai.

The list is partial (hit frequency here may not be typical).
